# beta cell repl – inducers of MIN6 beta-cell proliferation, primary screen, ATP luminescence, uHTS. 330,000 compounds, 0.29% hits. MIN6 cells proliferation, ATPlite luminescence, 48 h; cells starved in 0.2% serum; 100% = growth in 10% serum. AID 2380, 2010. proliferation, % at 10 µM;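 active = compounds whose signal lies at least 3.5 SD above the mean of all wells on their plate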;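 note: 0% = DMSO-treated cells in low-serum medium and 100% = 10% serum control; some compounds called inactive have numbers as strong as hits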
# NLRP3 yeast inh – NALP3 inflammasome inhibitors in reconstituted yeast, primary screen, luminescence, uHTS. Yeast reconstituted NLRP3/ASC/caspase-1, beta-gal luminescence, 24 h. inhibition, % at 10 µM. AID 2825, 2010. 330,000 compounds, 0.39% hits;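 active = inhibition of 50% or more; inactive = inhibition below 50%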;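 note: plate controls were induced DMSO wells for no effect and uninduced yeast grown without galactose for full effect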
# SENP1 inh – human SENP1 catalytic domain inhibitors, primary screen, biochemical, FRET, uHTS. inhibition, % at 10 µM. AID 624204, 2012. Sentrin-specific protease 1 (Homo sapiens), Q9P0U3. 360,000 compounds, 0.21% hits. recombinant SENP1 catalytic domain, CyPet-SUMO1-YPet FRET cleavage;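 active = inhibition at least 30% at 10 µM, raw YFP signal under a set limit, fluorescence ratio 0.5 to 1.5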;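 note: 0% = enzyme with DMSO and 100% = no enzyme wells; some results filed as inactive read as strong as hits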
#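 Assay system – human recombinant His6-tagged SENP1 catalytic domain enzyme · Input – SENP1 enzyme, 20 pM final · Buffer or medium – Tris pH 8 buffer plus EDTA, NaCl, BME, BSA, NP40, catalase · Schedule – 50 min reaction at room temperature · Technique – FRET read of cyan and yellow fluorescence · Control set – no-enzyme wells low, DMSO-plus-enzyme wells high control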
# A3A deaminase – APOBEC3A ssDNA deaminase inhibitors, primary screen, selectivity assay for APOBEC3G inhibitor project, biochemical, FAM/TAMRA oligo cleavage fluorescence; DNA dC->dU-editing enzyme APOBEC-3A (Homo sapiens), P31941; recombinant A3A, FAM/TAMRA ssDNA deamination fluorescence; inhibition, % at 20 µM; 330,000 compounds, 0.41% hits; AID 493011, 2011;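 active = at least 40% inhibition at 20 µM here, with at most 30% in a related deaminase screen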;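 note: plate controls were A3A with DMSO for no effect and wells lacking A3A enzyme for full effect; some results filed as inactive read as strong as hits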
# Target sequence (P31941 whole entry, looked up): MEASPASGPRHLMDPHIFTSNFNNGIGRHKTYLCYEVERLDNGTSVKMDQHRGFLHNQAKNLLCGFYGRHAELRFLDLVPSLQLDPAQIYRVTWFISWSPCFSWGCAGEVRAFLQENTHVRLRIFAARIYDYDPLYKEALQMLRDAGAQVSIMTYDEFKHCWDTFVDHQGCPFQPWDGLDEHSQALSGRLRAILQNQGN
# mIAP activ – activators of mouse IAP, primary screen, biochemical, luminescence, uHTS; intestinal alkaline phosphatase [Mus musculus]; 330,000 compounds, 0.24% hits; activation factor at 10 µM; muIAP, CDP-Star luminescence, 30 min; active compounds read high; 1 = vehicle-only enzyme signal, 0 = enzyme-free wells;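 active = activation factor of at least 2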; note: the source names both 10 and 20 µM as test concentration; values of inactives mirror those of a sister screen read the other way
#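 System: Mouse IAP enzyme | Also added: CDP-Star substrate | Dosing: Compounds dispensed in DMSO | Schedule: 30 min enzyme-substrate-compound incubation at room temperature | Technique: Chemiluminescence readout | Control set: DMSO-only wells and no-enzyme negative control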
# hIAP block – human IAP inhibitors, primary screen, biochemical, luminescence, uHTS; 330,000 compounds, 0.12% hits; Intestinal-type alkaline phosphatase (Homo sapiens), P09923; purified IAP, CDP-Star luminescence, 30 min; inhibition, % at 10 µM; AID 2544, 2010;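 active = inhibition reaching a set limit with compound at 10 µM in the primary screen, cut at about 35% in these data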;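 note: plate controls were DMSO wells with enzyme for no effect and no-enzyme buffer wells for full effect; values of inactives mirror those of a sister screen read the other way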
# Target sequence (P09923 whole entry, looked up): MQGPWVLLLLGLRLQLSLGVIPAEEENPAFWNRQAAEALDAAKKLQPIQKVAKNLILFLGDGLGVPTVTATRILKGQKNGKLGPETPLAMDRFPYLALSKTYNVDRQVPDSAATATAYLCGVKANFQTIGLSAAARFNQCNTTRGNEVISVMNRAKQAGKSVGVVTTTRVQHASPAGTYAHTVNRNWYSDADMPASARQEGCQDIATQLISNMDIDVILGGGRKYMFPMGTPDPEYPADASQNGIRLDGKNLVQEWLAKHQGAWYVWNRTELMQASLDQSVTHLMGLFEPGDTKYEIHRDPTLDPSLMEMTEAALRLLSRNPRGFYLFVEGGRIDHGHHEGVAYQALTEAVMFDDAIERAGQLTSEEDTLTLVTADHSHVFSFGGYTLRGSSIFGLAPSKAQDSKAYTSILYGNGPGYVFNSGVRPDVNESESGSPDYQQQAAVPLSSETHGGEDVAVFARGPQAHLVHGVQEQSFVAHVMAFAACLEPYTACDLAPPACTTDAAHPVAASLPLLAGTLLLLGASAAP
# mIAP block – inhibitors of mouse IAP, primary screen, biochemical, luminescence, uHTS | intestinal alkaline phosphatase [Mus musculus] | purified mouse IAP, CDP-Star luminescence, 30 min | inhibition, % at 10 µM | 330,000 compounds, 0.2% hits;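 active = inhibition of at least 40% at 10 µM in the primary screen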;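 note: plate controls were DMSO with enzyme for no effect and no enzyme wells for full effect; values of inactives mirror those of a sister screen read the other way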
# A3G deaminase – APOBEC3G DNA deaminase inhibitors, primary screen, biochemical, fluorescence, single-stranded DNA substrate, uHTS; inhibition, % at 20 µM; DNA dC->dU-editing enzyme APOBEC-3G (Homo sapiens), Q9HC16; recombinant A3G, ssDNA deamination FAM/TAMRA fluorescence; 330,000 compounds, 0.28% hits;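 active = inhibition of at least 40% at 20 µM, with no more than 30% in the related APOBEC3A deaminase screen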;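 note: plate controls were DMSO wells with A3G for no effect and wells lacking A3G enzyme for full effect; some compounds called inactive have numbers as strong as hits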
# Target sequence (Q9HC16 whole entry, looked up): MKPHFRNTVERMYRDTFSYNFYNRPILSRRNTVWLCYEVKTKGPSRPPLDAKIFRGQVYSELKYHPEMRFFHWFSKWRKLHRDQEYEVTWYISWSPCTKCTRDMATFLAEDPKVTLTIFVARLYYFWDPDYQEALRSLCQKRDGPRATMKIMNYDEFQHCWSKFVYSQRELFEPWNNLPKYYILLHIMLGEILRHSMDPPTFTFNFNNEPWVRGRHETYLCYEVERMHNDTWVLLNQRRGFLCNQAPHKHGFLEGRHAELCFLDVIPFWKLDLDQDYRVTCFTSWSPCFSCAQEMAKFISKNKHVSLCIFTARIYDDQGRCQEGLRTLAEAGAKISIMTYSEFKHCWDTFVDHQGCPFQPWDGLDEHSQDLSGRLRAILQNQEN
# hIAP activ – human IAP activators, primary screen, biochemical, luminescence, uHTS; activation factor at 10 µM; purified human IAP, CDP-Star luminescence, 30 min; active compounds read high; 1 = vehicle-only enzyme, 0 = enzyme-free background; 330,000 compounds, 0.16% hits; Intestinal-type alkaline phosphatase (Homo sapiens), P09923;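 active = activation factor of the enzyme at least 2-fold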; note: the source names both 10 and 20 µM as test concentration; values of inactives mirror those of a sister screen read the other way
# * = called active by the depositor; nt = not tested or not shown.
SMILES,beta cell repl,NLRP3 yeast inh,SENP1 inh,A3A deaminase,mIAP activ,hIAP block,mIAP block,A3G deaminase,hIAP activ
N#C/C(=C/c1cc(Cl)c(O)c(Cl)c1)C(=O)N1CCCCC1,-3,3,-99,-4,1,12,-2,-6,0.88
NNC(=O)c1ccncc1,-1,-19,2,-6,0.98,14,2,-5,0.86
CC(C)(C)C(=O)NC(CC(=O)O)c1ccccc1 (stereo not given),-3,-3,-3,0,0.98,-8,2,-3,1.1
Cc1ccc(S(=O)(=O)Nc2cc(C)c(O)c(Sc3n[nH]c(C)n3)c2)cc1,-7,13,2,-5,0.74,-16,26,-9,1.2
CCCC(=O)Nc1cc(-c2nc3ncccc3o2)ccc1Cl,3,35,-1,5,1,4,-4,-3,0.96
O=C(CCl)NNC(=O)c1c(O)c2ccccc2[nH]c1=O,-4,8,-1,4,0.76,-29,24,4,1.3
O=C(Nc1ccc2c(c1)OCO2)c1ccc(NC2CC2)c([N+](=O)[O-])c1,0,22,3,2,0.95,5,5,0,0.95
CC(=O)Cc1nsc(Nc2ccc(Cl)cc2)n1,-2,16,1,3,1.2,1,-16,-9,0.99
NS(=O)(=O)c1ccc(N/N=C/C=C/c2ccccc2[N+](=O)[O-])cc1,1,19,21,-4,0.76,16,24,-10,0.84
CC(C)CCNC(=O)c1onc(CSc2nc3ccccc3[nH]2)c1C(=O)NCCC(C)C,-5,7,2,2,0.92,11,8,2,0.89
Cc1cc2cc(CCNS(=O)(=O)c3ccc(F)cc3)c(=O)[nH]c2cc1C,0,3,-4,1,1.1,10,-7,6,0.9
C=CCNC(=S)NNC(=O)COc1ccc2cc(Br)ccc2c1,-4,19,3,0,0.93,-52,7,-7,1.5
CC1CC(=O)C=C(O)C1C(=O)OC(C)(C)C (stereo not given),-3,2,1,3,1.1,-6,-6,0,1.1
Cc1cccc(NC(=O)C(C)Sc2nnc(-c3cccnc3)o2)c1 (stereo not given),3,4,-2,-2,0.91,-6,9,-7,1.1
COC(=O)CCC(=O)OC1(C)C(=O)C2=CN(Cc3ccc4c(c3)OCO4)C(c3ccc(OC)cc3)=CC2=C(Br)C1=O (stereo not given),-4,8,-34,-8,1,3,-1,-11,0.97

# The results go on:
SMILES,beta cell repl,NLRP3 yeast inh,SENP1 inh,A3A deaminase,mIAP activ,hIAP block,mIAP block,A3G deaminase,hIAP activ
CCOC(=O)N1CCC(NC(=O)c2cc3c(-c4ccc(OC)c(OC)c4)nn(C)c3s2)CC1,0,11,1,1,1.1,8,-6,2,0.92
CC(=O)N(C)c1ccc(NC(=O)CCN2C(=O)c3ccccc3C2=O)cc1,3,13,-1,-1,0.98,5,2,9,0.95
Cc1ccc(F)cc1NC(=O)CCc1c(C)nn(-c2ccc(N3CCCCC3)nn2)c1C,-1,9,4,-2,1,3,0,-4,0.97
Cc1ccccc1N(CC(=O)NC1CCCC1)C(=O)c1csnn1,-3,-1,-1,1,1,-19,-4,1,1.2
CC1(C)Cc2c(cnn2-c2ccccc2)-c2c1c1ccccc1n2CC(O)CBr (stereo not given),-4,7,-16,-5,0.99,-7,1,-7,1.1
COCCn1c(=NC(=O)c2cccs2)sc2cc(NC(C)=O)ccc21,0,10,-9,-2,0.93,-10,7,-4,1.1
COCCNC(=S)N/N=C/c1c2ccccc2cc2ccccc12,-3,18,-28,-4,1,10,-1,-3,0.9
CC1(C)Cc2ccccc2C(=NC(Cc2c[nH]c3ccccc23)C(=O)O)N1 (stereo not given),0,7,-4,-8,0.96,5,4,-5,0.95
CCOC(=O)c1ccc(NC2Nc3cc(C)nn3S2)cc1 (stereo not given),-4,12,4,-1,0.99,-25,1,2,1.2
CC(C)CCNC(=O)NC(=O)COC(=O)C1=COCCO1,-1,28,0,-3,0.92,-3,8,-5,1
O=C(NC(=S)Nc1ccc2c(c1)OCCO2)c1cccc2ccccc12,-6,16,1,0,0.92,-10,8,1,1.1
CC(C)Sc1n[nH]c(=O)n1-c1ccccc1,2,-7,-2,3,0.99,-4,1,-2,1
Cc1ccc(C)c(-n2nnnc2SCC(=O)Nc2cccc(-c3nnc4n3CCCCC4)c2)c1,-4,-8,0,-3,1.2,-14,-17,-9,1.1
CCOc1ccc(S(=O)(=O)N2CCN(CC(O)COc3cccc([N+](=O)[O-])c3)CC2)cc1 (stereo not given),-7,3,0,-5,1,6,-3,-13,0.94
O=C(NC1CCS(=O)(=O)C1)c1cccc(S(=O)(=O)N2CCCCC2)c1 (stereo not given),0,6,-1,-5,1,7,0,-5,0.93

# Later entries
SMILES,beta cell repl,NLRP3 yeast inh,SENP1 inh,A3A deaminase,mIAP activ,hIAP block,mIAP block,A3G deaminase,hIAP activ
COC(=O)C(CC(C)C)N1CCC(=O)c2ccccc2S1(=O)=O (stereo not given),-3,9,2,-4,0.96,-1,4,-10,1
CCc1ccc2[nH]c(=O)c(CN(CCCN3CCOCC3)C(=O)Nc3ccc(Cl)cc3)cc2c1,-7,10,-8,-3,0.92,7,8,-6,0.93
CCOc1ccc(S(=O)(=O)Nc2nccs2)cc1,-2,10,-2,-1,0.89,7,11,-3,0.93
COc1ccc(NC(=O)N(CCc2ccccc2)Cc2cc3c(C)cc(C)cc3[nH]c2=O)cc1,-5,10,0,-4,1,-4,-1,-5,1
Cc1ccc2[nH]c(=O)c(CN(CCCN3CCOCC3)C(=O)NC3CCCCC3)cc2c1,-4,9,-17,-4,0.94,-1,6,-4,1
Cc1ccc(NC(=O)C(=O)NCC2OCCc3ccccc32)cc1 (stereo not given),1,21,1,-5,0.97,-9,3,-7,1.1
CCCc1c(C)c2cc(C)ccc2[nH]c1=O,-3,49,0,1,1,-9,0,-2,1.1
CCc1noc(C)c1C(=O)N(CC)c1nc2c(C)cccc2s1,0,16,3,0,0.97,-8,3,-4,1.1
Cc1cccc(CS(=O)(=O)Cc2ccc(C(=O)NCc3cccnc3)o2)c1,-4,3,0,22,1.1,0,-10,5,1
Nc1c(C(=O)Nc2ccc(F)cc2)sc(=S)n1-c1ccccc1F,0,1,2,1,0.96,11,4,38,0.89
COc1ccc(/C=N/NC(=O)c2ccncc2)cc1COc1ccc(NC(C)=O)cc1,4,0,nt,-5,1,2,-3,-6,0.98
O=C(NCCC1=CCCCC1)C1CCC(CNc2c(N3CCCC3)c(=O)c2=O)CC1 (stereo not given),-1,-4,0,-4,1.2,4,-17,-10,0.96
COc1ccc(OC)c(NC(=O)c2cc(-c3cc(C)cc(C)c3O)n[nH]2)c1,-2,-10,0,-4,1,-58,-2,-4,1.6
CC(=O)Nc1cc(C(F)(F)F)ccc1OCCOc1ccccc1,2,19,0,0,0.99,-14,1,-3,1.1
O=C(O)C1CN(C(=O)c2ccccc2)c2cc(Cl)ccc2O1 (stereo not given),-4,9,0,1,1.1,-16,-9,6,1.2

# New compounds follow
SMILES,beta cell repl,NLRP3 yeast inh,SENP1 inh,A3A deaminase,mIAP activ,hIAP block,mIAP block,A3G deaminase,hIAP activ
CCCOc1ccc(C(=O)NC(=S)NCc2cccnc2)cc1,-1,11,1,0,0.94,5,6,5,0.95
COc1ccccc1-c1cc(C(=O)O)c2c(=O)n(C)c(=O)n(Cc3ccccc3)c2n1,-3,18,-17,-2,0.92,5,8,-8,0.95
Cc1ccc(-c2cc(C(=O)NCc3ccc4c(c3)OCO4)[nH]n2)c(O)c1C,-5,0,1,-1,0.89,23,11,-5,0.77
CC(Oc1ccc(Cl)cc1)c1ccnn1S(=O)(=O)c1ccc(Cl)cc1 (stereo not given),-6,14,2,-2,0.89,-2,11,-1,1
CCN(c1ccccc1)S(=O)(=O)c1ccc(NCC2COc3ccccc3O2)nc1 (stereo not given),-6,28,-13,2,1.4,3,-38,0,0.97
Cc1cc(NC(=O)COC(=O)CNS(=O)(=O)c2c(F)cc(F)cc2Br)no1,0,3,0,-1,0.99,-10,1,-7,1.1
Cc1ccc(C)c(C(C)NC(=S)NCc2ccc(F)cc2)c1 (stereo not given),-8,2,0,-2,2.2*,8,-117,0,0.92
CCOc1ccc(CC(=O)N2CCN=C2SCc2ccc([N+](=O)[O-])cc2)cc1,-1,2,0,5,0.92,-5,8,-2,1.1
CC(=O)c1ccc(NC(=O)/C(=C\c2cccs2)NC(=O)c2ccco2)cc1,-1,18,2,4,1,2,-4,1,0.98
CCn1c(SCc2ccc([N+](=O)[O-])cc2)nnc1C(C)NC(=O)c1ccc(C)cc1 (stereo not given),0,19,-1,0,0.9,10,10,-5,0.9
O=C(Nc1nc2ccccc2[nH]1)NC1CCCCC1,-4,14,1,2,0.94,-21,6,5,1.2
COc1ccc(-c2nc(-c3ccc(Br)o3)no2)cc1,-2,33,-3,3,0.96,-14,4,-7,1.1
COc1ccc(S(=O)(=O)n2nc(C)cc2C)c(C)c1C,-4,5,-1,-2,1,4,-2,-10,0.96
O=C(NCc1ccc2c(c1)OCO2)c1cccc(Cl)c1,2,26,2,-2,0.99,-10,0,-3,1.1
c1ccc2c(c1)c1ccccc1n1c(-c3ccc4c(c3)OCO4)nnc21,-3,24,0,-3,0.97,17,3,-5,0.83

# Filtered by structure, the compounds so far with a tert-butyl group
SMILES,beta cell repl,NLRP3 yeast inh,SENP1 inh,A3A deaminase,mIAP activ,hIAP block,mIAP block,A3G deaminase,hIAP activ
CC(C)(C)C(=O)NC(CC(=O)O)c1ccccc1 (stereo not given),-3,-3,-3,0,0.98,-8,2,-3,1.1
CC1CC(=O)C=C(O)C1C(=O)OC(C)(C)C (stereo not given),-3,2,1,3,1.1,-6,-6,0,1.1

# The listing continues.
SMILES,beta cell repl,NLRP3 yeast inh,SENP1 inh,A3A deaminase,mIAP activ,hIAP block,mIAP block,A3G deaminase,hIAP activ
O=C1CSc2ccc(C(=O)NCCC3=CCCCC3)cc2N1,1,-8,-1,-9,1.2,-4,-21,-3,1
O/N=C1/C2C3CC4C5C3C1C5C1(OCCO1)C42 (stereo not given),-1,9,0,2,1,11,-1,-2,0.89
COc1ccc(OC)c(NC(=O)C2CCCN2C(=O)OCc2ccccc2)c1 (stereo not given),0,17,-2,3,1.1,-2,-6,1,1
Cn1c(=O)c2ncn(CC(=O)N/N=C/c3ccco3)c2n(C)c1=O,-3,-10,2,-6,0.94,0,6,1,1
Cc1cc(NCc2ccc(F)cc2Cl)n2nnnc2n1,0,7,1,-2,1.2,-17,-18,-3,1.2
CCCn1c(=O)c2ccccc2n2c(SCCOc3ccccc3)nnc12,-2,19,-1,3,0.91,8,9,4,0.92

# High-throughput results from PubChem.

# Only part of the results is shown; rates above refer to the full screens.
